hiPSC survival: increases survival of single human iPS cells. survival enhancement, % at 20 µM. hiPSC single-cell survival, ATPlite luminescence; 100% = ROCK inhibitor wells, 0% = DMSO. actives 0.044% (n = 360,000); in the data active means survival enhancement above about 18%;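 further: cells exposed to compounds for 16 hours before the ATP read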
HIF-2a inh: blocks HIF-2a reporter activity. AID 624352. inhibition, % at 18.8 µM. 786-0 RCC cells HIF-2a reporter, luciferase luminescence, overnight. actives 0.72% (n = 360,000);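 active means inhibition of the luminescence signal of 40% or more relative to plate controls, in a single-dose primary screen at 18.75 µM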
CF NFkB inh: cystic fibrosis NF-kB activation inhibition; KKLEB NF-kB-GFP reporter, PAF-induced, GFP fluorescence overnight; inhibition, % at 5 µM; actives 0.86% (n = 360,000); AID 588850;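 active means at least 50% inhibition at 5 µM, scaled per plate between neutral and stimulator controls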;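 further: PAF is a Pseudomonas aeruginosa culture filtrate used as stimulus; plate controls were PAF-stimulated DMSO wells for no effect and unstimulated DMSO wells for full effect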
MITF TRPM1 inh: inhibitors of MITF-driven TRPM1 promoter in melanoma cells; SK-MEL-5 TRPM1 promoter luciferase, 24 h; inhibition, % at 12.5 µM; actives 0.83% (n = 330,000); AID 488899;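 active means mean inhibition across replicates of 60% or more, whatever share of single replicates reaches that level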; further: values of inactives mirror those of a sister screen read the other way
Shn3 inh set2: Schnurri-3 reporter inhibition in Clone20 osteoblasts. inhibition, % at 12.5 µM. actives 0.52% (n = 360,000). AID 588674. Clone20 osteoblast Shn3 3'UTR firefly luciferase, 24 h;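 active means mean inhibition of at least 75% with every replicate also reaching 75%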;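 further: 0% = median of neutral control wells and 100% = pilot-screen positive control compound; some compounds past the cut are filed as inactive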
NR2E3 ag-1: agonists of human NR2E3 nuclear receptor; CHO-S Gal4-NCOR/VP16-NR2E3 two-hybrid, luciferase; inhibition of corepressor binding, % at 3.98 µM; actives 0.35% (n = 360,000); AID 602229;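 active means inhibition above the mean of all tested compounds plus 3 SD, cut at about 70% in these data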;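 further: 0% = DMSO with NR2E3 transfected cells and 100% = cells lacking NR2E3 construct; higher means lower luciferase signal from less NR2E3 corepressor binding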
Target sequence (Q9Y5X4 whole entry, looked up, the tested form may be a part): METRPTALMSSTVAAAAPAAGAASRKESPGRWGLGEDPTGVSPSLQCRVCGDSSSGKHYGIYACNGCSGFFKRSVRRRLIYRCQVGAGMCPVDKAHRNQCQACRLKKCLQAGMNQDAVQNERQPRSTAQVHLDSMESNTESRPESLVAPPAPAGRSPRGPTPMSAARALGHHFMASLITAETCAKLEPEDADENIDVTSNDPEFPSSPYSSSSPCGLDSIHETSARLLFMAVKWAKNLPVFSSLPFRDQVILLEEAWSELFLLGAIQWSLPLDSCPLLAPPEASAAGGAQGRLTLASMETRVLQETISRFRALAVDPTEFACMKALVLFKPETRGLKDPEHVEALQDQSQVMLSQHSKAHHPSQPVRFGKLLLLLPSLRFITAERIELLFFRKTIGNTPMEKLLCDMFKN
aDG glyco up: increases alpha dystroglycan glycosylation | Pro5-aDG cells, alpha-DG glycosylation AlphaScreen (IIH6); 0% Pro5, 100% B10-LARGE cell signal | activation, % at 10 µM | actives 0.22% (n = 360,000) | AID 624168;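 active means activation of at least 8% versus controls, or a plate z-score of at least 8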;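 further: Pro5 are CHO cells carrying HIG-tagged alpha-DG that lacks glycosylation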
NR2E3 ag-2: agonists of human nuclear receptor NR2E3 | AID 2300 | inhibition of corepressor binding, % at 4.78 µM | GST-NR2E3/biotin-RetCOR TR-FRET, 1536-well | Q9Y5X4 | actives 0.12% (n = 320,000);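 active means percent inhibition above the cutoff of mean plus 3 SD of all tested compounds, set per screening campaign, cut at about 20% in these data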;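 further: 0% = DMSO wells and 100% = biotin wells as full block of FRET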
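Test system – NR2E3–RetCOR corepressor complex · Quantity – NR2E3 fusion 1.35 nM · Buffer or medium – Tris pH 7.5 · Incubation – Compound–protein incubation for 5 h at 4 °C · Technique – TR-FRET, Eu(K)-anti-GST donor, streptavidin-D2 acceptor, ex 340, em 617/671 nm · Evaluation – percent inhibition of 671/617 nm emission ratio versus biotin and DMSO controls · Plate – 1536-well format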
KKLEB tox: counter-screen for CF NF-kB inhibitors: cytotoxicity; AID 602141; KKLEB CF airway cells viability, ATPlite luminescence, overnight; stronger effect = lower value; cells stimulated with P. aeruginosa culture filtrate; actives 0.36% (n = 360,000); activity change (cytotoxicity), % at 5 µM;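 active means corrected activity change at or below -50% at 5 µM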
TWEAK-Fn14 inh: TWEAK-Fn14 signaling inhibition. TWEAK-stimulated Fn14 reporter cells, luciferase luminescence, 8 h. inhibition, % at 10 µM. actives 2% (n = 360,000). AID 1159606; in the data active means inhibition above about 50%
Peg3 promoter: Peg3 promoter activity inhibition. HeLa PEG-Prom luciferase reporter, luminescence, overnight. inhibition, % at 20 µM. actives 1.7% (n = 360,000). AID 588405;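 active means inhibition of at least 50% at 20 µM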
The depositor's hits bear a star; · = no result given; & = joins results of further samples.

SMILES | hiPSC survival | HIF-2a inh | CF NFkB inh | MITF TRPM1 inh | Shn3 inh set2 | NR2E3 ag-1 | aDG glyco up | NR2E3 ag-2 | KKLEB tox | TWEAK-Fn14 inh | Peg3 promoter
Cc1ccc(C(=O)N(C)Cc2ccccc2)cc1S(=O)(=O)N1CCOCC1 | -0.4 | 7 | -14 | 3 | -9 | -37 | 0.0 | 0 | 14 | -1 | 10
O=C(CC1COc2ccccc2O1)NC1CCCCC1 (stereo not drawn) | 3.3 | -49 | 3 | -16 | -7 | -13 | -0.1 | 0 | -17 | -24 | -37
COc1ccc(Nc2ccc(C(F)(F)F)cc2[N+](=O)[O-])cn1 | -0.3 | -1 | 14 | -9 | 22 | -10 | -0.1 | -3 | -8 | -18 | -2
COc1ccc(-c2onc(C)c2-c2ccc3c(c2)OCCO3)c(O)c1 | -0.2 | 12 | -4 | 3 | 22 | 31 | -0.3 | 1 | -14 | 24 | 12
CCOC(=O)[C@]12CCCC=C1N(Cc1ccco1)C(=O)[C@H](CC(=O)NCC1CCCCC1)C2 | -0.2 | 8 | · | · | · | -3 | -0.1 | · | · | 4 | ·
COc1cccc(-c2noc(-c3ccoc3C)n2)c1 | -0.5 | -321 | -25 | -68 | -57 | -88 | -0.3 | 2 | 14 | 12 | -422
CC1CC(C)CN(C(C)C(=O)Nc2cc(S(=O)(=O)N3CCCCC3)ccc2Cl)C1 (stereo not drawn) | -2.8 | 9 | 33 | 26 | 16 | -16 | 0.1 | · | -6 | 10 | 31
CCOC(=O)c1ccc(Nc2cc(C)nc3nc(C)nn23)cc1 | -0.9 | 7 | -9 | 9 | -12 | -23 | 0.2 | 0 | 11 | 9 | -5
Cc1nn(C)cc1S(=O)(=O)Nc1cccc(Cl)c1 | 0.1 | 7 | 2 | 12 | -17 | -18 | -0.1 | 2 | 4 | 1 | 8
CCc1ccc(NC(=O)C[n+]2cc(-c3ccc(C)cc3)n3c2CCC3)cc1 | 1.9 | 9 | 9 | · | · | -10 | -0.1 | -1 | -8 | -8 | 7
CSc1ccc(/C=C/C(=O)OCC(=O)N2CCN(c3ccccc3)CC2)cc1 | -0.3 | 9 | 2 | 10 | 7 | -8 | -0.2 | · | -18 | -10 | -2
Cc1ccc(C(=O)NCc2ccc(F)cc2)s1 | 0.3 | -59 | -6 | -19 | 6 | -10 | 0.2 | -3 | 7 | -7 | -47
CC(C)C(=O)Nc1ccc(NC(=O)c2cc3ccccc3o2)cc1 | -2.5 | -163 | 4 | -41 | -7 | -37 | 0.1 | 0 | -5 | -7 | -173
O=C(O)/C=C/C(=O)NNC(=O)c1ccc(Br)cc1 | 2.3 | 10 | -8 | 5 | -16 | -17 | 0.0 | 1 | -19 | 11 | 4
COC(=O)c1sc(N/N=C/c2ccc(C(C)C)cc2)nc1C | 0.0 | -113 | -6 | -74 | -39 | -31 | 0.4 | 3 | 3 | -23 | -76
COc1ccc(S(=O)(=O)NCCSC(C)(C)C)c(Cl)c1Cl | -2.3 | 0 | 4 | -1 | 16 | -1 | 0.0 | -5 | 14 | -16 | 8
COc1ccc(N2C(=O)[C@@H]3[C@H](C2=O)[C@H](C(C)=O)N2c4ccccc4C=C[C@@H]32)cc1 | 0.2 | -8 | 1 | 4 | -9 | -31 | 0.6 | 3 | 3 | 17 | 4
Cn1c(N)c(C(c2ccccc2)c2c(N)n(C)c(=O)n(C)c2=O)c(=O)n(C)c1=O | 2.8 | 8 | 10 | 7 | -6 | -1 | 0.2 | -2 | 7 | 20 | 1
CC(=O)Nc1ccc(S(=O)(=O)N2CCSC2c2ccccc2)cc1 (stereo not drawn) | 0.1 | 15 | -5 | 5 | 3 | 16 | -0.4 | -1 | 6 | 13 | 8
Cc1ccc(C)c(S(=O)(=O)N2CCN(C(=O)C3CC3C)CC2)c1 (stereo not drawn) | -0.4 | 1 | -10 | 7 | -4 | 0 | 0.2 | -2 | 12 | 11 | 15
CCc1ccc(S(=O)(=O)NCCc2csc(C)n2)s1 | -1.6 | 11 | -6 | 9 | 65 | -28 | -0.1 | 0 | 7 | -19 | 3
Cc1noc(C)c1COc1ccc(C(=O)Nc2cccnc2)cc1 | -0.6 | 3 | -8 | 1 | -11 | -17 | 0.0 | · | 8 | -12 | -16
CC/C(=N\NC(=O)c1ccc(N(C)C)cc1)c1ccccc1 | 2.2 | -41 | -12 | -25 | -20 | -30 | -0.1 | 2 | 2 | 12 | -17
O=C(CSC(=S)N1CCOCC1)Nc1ncc2c(n1)CCCC2=O | -0.3 | 21 | -4 | -1 | -4 | -14 | -0.1 | 4 | -4 | -6 | -2
CC(=O)c1sc(N)nc1C | -0.2&-2.3 | 18&0 | 6&-4 | -3 | 0&-17 | -46&2 | 0.2&-0.3 | 1 | -2&0 | -3&4 | -25&-11

Remaining list, next part:
SMILES | hiPSC survival | HIF-2a inh | CF NFkB inh | MITF TRPM1 inh | Shn3 inh set2 | NR2E3 ag-1 | aDG glyco up | NR2E3 ag-2 | KKLEB tox | TWEAK-Fn14 inh | Peg3 promoter
O=C(O)C1C2C=CC(C2)C1C(=O)OCc1ccccc1 (stereo not drawn) | -1.1 | 15 | 9 | 3 | 11 | -26 | 0.2 | -3 | -21 | -7 | 16
N/C(=N\OC(=O)CCCOc1ccccc1)c1ccccn1 | -0.9 | 17 | 4 | -12 | 5 | 0 | -0.1 | 1 | -6 | -7 | 11
CCN(CC)CCCNc1nc(N)c([N+](=O)[O-])c(NCCO)n1 | 0.1 | 21 | -22 | 7 | 4 | 10 | -0.1 | 0 | 15 | 1 | 18
COc1cccc(-n2c(-c3ccc4[nH]c(C)c(C)c4c3)n[nH]c2=S)c1 | -0.2 | 5 | -12 | 15 | -18 | 6 | 0.6 | -1 | 17 | -8 | -4
CCc1ccccc1NC(=O)CCN1C(=O)c2ccccc2C1=O | 6.5 | 5 | -1 | 4 | 2 | 13 | -0.3 | 2 | 3 | -8 | -8
Cc1ccc(CNC(=O)CCc2c(C)nc3c(c(C)nn3-c3ccc(C)cc3)c2C)cc1 | -0.9 | 15 | 6 | 16 | 10 | 6 | 0.2 | -1 | 1 | -2 | 21
Oc1ccccc1/C=N/Nc1nc2ccccc2o1 | -0.5 | -260 | -18 | 12 | 66 | -61 | 0.0 | -3 | 6 | 32 | -123
O=C(O)c1ccc(NC(=S)NC(=O)c2cncc(Br)c2)cc1 | -0.6 | 25 | -3 | 7 | 10 | -10 | -0.1 | 5 | 13 | -12 | 30
O=C(CNC(=O)c1ccc(Cl)cc1)OC1CCOC1=O (stereo not drawn) | -0.6 | 8 | -8 | -10 | 18 | -47 | 0.0 | 1 | 4 | -13 | -3
O=C(NNC(=O)c1cccc2ccccc12)c1ccc(Cl)cc1 | 1.3 | -189 | -11 | -41 | -3 | -19 | 0.1 | · | 0 | -13 | -135
COc1ccc2c(c1)C(=O)N(c1ccccc1OC)C(=O)C2(C)C | -0.5 | 13 | 7 | 17 | 6 | 6 | 0.2 | 2 | -8 | -9 | 11
O=C(COc1ccccc1Cl)Nc1ccc2c(c1)OCO2 | -0.6 | -255 | -13 | -121 | -64 | -39 | 0.1 | -1 | 4 | -20 | -375
O=C(CCc1nc2cccnc2n1Cc1ccccc1)N1CCOCC1 | -2.4 | 15 | 1 | 8 | -8 | -16 | -0.2 | 0 | -12 | 4 | 4
Cc1cc(NC(=O)C(C)C)ncc1NC(=O)c1ccco1 | -0.3 | -41 | 15 | -25 | -10 | -15 | -0.1 | 1 | 4 | -1 | -22
Cc1cccc(C)c1OCC(=O)Nc1cccc(NC(=O)c2ccco2)c1 | -0.6 | -12 | 0 | 12 | 11 | -28 | 0.5 | 2 | 9 | 22 | 7
CSc1nsc(SCC(=O)Nc2ccccc2)n1 | -0.5 | -180 | 30 | -42 | -48 | -3 | 0.0 | 2 | -15 | -9 | -200
CNC(=O)CS(=O)CC(=O)Nc1cc(OC(C)C)c(Cl)cc1Cl (stereo not drawn) | 1.0 | 16 | -17 | 12 | -13 | -5 | 0.6 | 7 | 3 | -6 | 8
Cc1ccc(S(=O)(=O)Cn2nnnc2CN(Cc2ccco2)Cc2cccs2)cc1 | -2.5 | 19 | -6 | -14 | 1 | 4 | 0.4 | 3 | -1 | 9 | 21
Cc1ccc(Cl)cc1N1CCN(C(CC(C)C)c2nnnn2CC2CCCO2)CC1 (stereo not drawn) | 3.3 | 21 | 22 | 3 | 9 | -25 | 0.4 | 1 | -7 | -31 | 4
CCCCNC(=O)CCn1ccc2cc(S(=O)(=O)N3CCCC3)ccc21 | -0.3 | 4 | 17 | -10 | 30 | -8 | -0.2 | -5 | -9 | 5 | 8
Cn1cc([N+](=O)[O-])c(C(=O)Nc2ccc(-c3nc4ccccc4[nH]3)cc2)n1 | -1.7 | -194 | 28 | 29 | 3 | -91 | -0.1 | 1 | 4 | -32 | -288
COc1ccc(OC)c(NC(=O)COC(=O)CCC2CCCC2)c1 | -0.3 | 3 | 7 | -14 | -4 | 8 | 0.2 | -1 | 15 | 13 | 2
CC1(C)CC2CC(C)(CN2C(=O)c2ccc([N+](=O)[O-])cc2)C1 (stereo not drawn) | -2.3 | 12 | 3 | 7 | 9 | 13 | 0.1 | 4 | -13 | -21 | 10

Grouped by structure: the entries above with a thiophene ring, fused or not.
SMILES | hiPSC survival | HIF-2a inh | CF NFkB inh | MITF TRPM1 inh | Shn3 inh set2 | NR2E3 ag-1 | aDG glyco up | NR2E3 ag-2 | KKLEB tox | TWEAK-Fn14 inh | Peg3 promoter
Cc1ccc(C(=O)NCc2ccc(F)cc2)s1 | 0.3 | -59 | -6 | -19 | 6 | -10 | 0.2 | -3 | 7 | -7 | -47
CCc1ccc(S(=O)(=O)NCCc2csc(C)n2)s1 | -1.6 | 11 | -6 | 9 | 65 | -28 | -0.1 | 0 | 7 | -19 | 3
Cc1ccc(S(=O)(=O)Cn2nnnc2CN(Cc2ccco2)Cc2cccs2)cc1 | -2.5 | 19 | -6 | -14 | 1 | 4 | 0.4 | 3 | -1 | 9 | 21

Compound profiles, from the list above. Order of screens: hiPSC survival	HIF-2a inh	CF NFkB inh	MITF TRPM1 inh	Shn3 inh set2	NR2E3 ag-1	aDG glyco up	NR2E3 ag-2	KKLEB tox	TWEAK-Fn14 inh	Peg3 promoter
O=C(O)C1C2C=CC(C2)C1C(=O)OCc1ccccc1 (stereo not drawn) in the list: -1.1	15	9	3	11	-26	0.2	-3	-21	-7	16
Cn1cc([N+](=O)[O-])c(C(=O)Nc2ccc(-c3nc4ccccc4[nH]3)cc2)n1 in the list: -1.7	-194	28	29	3	-91	-0.1	1	4	-32	-288
CSc1ccc(/C=C/C(=O)OCC(=O)N2CCN(c3ccccc3)CC2)cc1 in the list: -0.3	9	2	10	7	-8	-0.2	·	-18	-10	-2
Cc1ccc(Cl)cc1N1CCN(C(CC(C)C)c2nnnn2CC2CCCO2)CC1 (stereo not drawn) in the list: 3.3	21	22	3	9	-25	0.4	1	-7	-31	4
COc1ccc(Nc2ccc(C(F)(F)F)cc2[N+](=O)[O-])cn1 in the list: -0.3	-1	14	-9	22	-10	-0.1	-3	-8	-18	-2
